# Screening results deposited in PubChem by National Center for Advancing Translational Sciences (NCATS).
# A549 tox: kills or reduces viability of A549 cells in Nrf2 counter-screen. AID 504648. Potency, µM (series often up to 46 µM), for inactives: at the highest dose activity change, negative = cytotoxicity, usual class: inhibitors. A549 ARE-Fluc cells, CellTiter-Fluor viability, 18-24 h. 0.16% of 390,000 active; note: potency is the fitted concentration of half-maximal effect; % is set by controls: 0 for no effect and ±100 for the full control effect
#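 Cytotoxicity counterscreen: CellTiter-Fluor fluorescence was measured in A549 ARE_Fluc cells after 18-24 h of compound exposure in a concentration series. The subsequent BugLite luminescent read reports ARE-luciferase activity.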
# Akt phos inh: blocks phosphorylation of Akt. Neuro2A IGF-stimulated pAkt S473 HTRF, 20 min; active compounds read low. AID 651550. activity change, % for hits at 50 µM. 0.32% of 360,000 active; in the data active = activity change below about -80%; inconclusive = mostly about -51% to -80%; note: % is set by controls: 0 for no effect and ±100 for the full control effect
#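 Neuro2A cells in DMEM with 0.5% FBS, overnight at 37 deg C, given compound at single 50 µM final, then IGF (6 nM final) for 20 min at 37 deg C. Lysed; phospho-Akt Ser473 by HTRF after 24 h, 665/615 ratio.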
# CCT chaperon mod: changes cytosolic chaperonin activity | purified chaperonin ATPase assay, HTRF ADP detection, 30 min | activity change, % (no concentration beside the values), hits read low | 0.3% of 360,000 active | AID 651819; in the data active = activity change below about -30%; note: % is set by controls: 0 for no effect and ±100 for the full control effect
#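 ATPase activity: ADP formed was measured by HTRF Transcreener (665/615 nm ratio) after 30 min at 37 deg C with 10 uM ATP. Compounds screened at one 76 uM concentration against 40 or 20 nM TRiC in Tris pH 7.4/KCl/MgCl2/DTT buffer.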
# Mm-Cpn inhibitor: inhibitors of Methanococcus maripaludis chaperonin (MmCpn); Potency, µM (top dose mostly 76.9 µM), for inactives: at the highest dose activity, negative = inhibition, usual class: inhibitors; 0.031% of 330,000 active; purified Mm-Cpn ATPase, ADP Transcreener TR-FRET; note: potency is the fitted concentration of half-maximal effect; % is set by controls: 0 for no effect and ±100 for the full control effect; nearly all actives have a fitted effect of over 80% in size
#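 Purified archaeal Mm-CPN (25nM final) preincubated 10 min at 37degC with compound, then 10uM ATP for 30 min at 37degC; ADP measured by HTRF Transcreener TR-FRET; buffer 30 mM TRIS pH 7.4, 100mM KCl, 5mM MgCl2, 1mM DTT.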
# HepG2 viability: counter-screen for TGF-b inhibitors: cytotoxicity in HepG2 cells; HepG2 CAGA-GFP viability, ATP luminescence, 18 h; Potency, µM (series often up to 46.1 µM), for inactives: top-dose activity change, negative = cytotoxicity, most hits filed as cytotoxic; 0.76% of 410,000 active; note: potency is the fitted concentration of half-maximal effect; some results filed as inactive show a strong effect at the top dose
#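 HepG2 CAGA-GFP cells (1000/well, DMEM with 1% FBS) received compound, then TGF-beta at 500 pg/mL final, and were incubated 18 hours at 37 degrees C. Viability was read by CellTiter-Glo luminescence. Media-only wells were set as complete cell-killing and DMSO as no toxicity.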
# ATXN viability: reduces viability in counter-screen for ATXN expression inhibitors; S2 cells (HEK-293 line with an ATXN2-luciferase reporter) viability, CellTiter-Fluor protease fluorescence, 24 h; Potency, µM (titrated, usually from 56.7 µM), most hits filed as cytotoxic; 0.49% of 400,000 active; AID 651635; note: potency is the fitted concentration of half-maximal effect; nearly all actives have a fitted effect of over 40% in size
# Nrf2 block: inhibitors of Nrf2 signaling; 2.1% of 360,000 active; A549 ARE-Fluc reporter, luciferase luminescence, 18-24 h; AID 504444; Potency, µM (highest dose often 46 µM), for inactives: top-dose activity change, negative = inhibition, most hits filed as inhibitors; note: potency is the fitted concentration of half-maximal effect; % is set by controls: 0 for no effect and ±100 for the full control effect; nearly all actives have a fitted effect of over 60% in size
#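 A549 ARE_Fluc cells, 5000/well, 5% FBS OPTI-MEM; compounds in dose-response, 18-24 h at 37 °C/5% CO2; CellTiter-Fluor viability read (Ex 405/Em 525), then BugLite luciferase luminescence = Nrf2 activity.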
# TGFb inhibitor: blocks TGF-b signaling; Potency, µM (highest dose often 46.1 µM), for inactives: top-dose activity, negative = inhibition, usual class: inhibitors; 1.2% of 410,000 active; HepG2 CAGA-GFP TGF-b/SMAD3 reporter, GFP fluorescence, 18 h; TGF-beta stimulated, 500 pg/mL final; note: potency is the fitted concentration of half-maximal effect; % is set by controls: 0 for no effect and ±100 for the full control effect; nearly all actives have a fitted effect of over 65% in size
#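 GFP signal (ex488/em500-530) from TGF-beta-stimulated HEPG2 CAGA-GFP cells, 500 pg/mL final, 18 h at 37 degrees C in DMEM plus 1% FBS, normalized to unstimulated and DMSO-stimulated controls.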
# Nrf2 ARE act: activates Nrf2 signaling | Potency, µM (titrated, usually from 46.1 µM), for the others: top-dose activation, actives largely listed as activators | AID 624171 | 0.31% of 410,000 active | AREc32 ARE-luciferase reporter (MCF7-derived line), luminescence, 24 h; note: potency is the fitted concentration of half-maximal effect; % of control where 0% means no effect; nearly all actives have a fitted effect of over 65% in size
#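 Luminescent ARE reporter assay in AREc32_Fluc cells: overnight plating at 37 deg C, 24 hr compound incubation, Steady-Glo added, 30 min RT before reading.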
# Active calls of the source: *; i = inactive; ? = inconclusive; . = not tested or not shown. Unless noted, calls come from the whole dose curve; as a rule, active = well fitted curve in the direction sought with a large enough effect; inconclusive = small, poorly fitted or top-dose-only effect, or another doubt; inactive = no such curve, though single readings can be large; an effect the other way counts as inactive or inconclusive.
SMILES,A549 tox,Akt phos inh,CCT chaperon mod,Mm-Cpn inhibitor,HepG2 viability,ATXN viability,Nrf2 block,TGFb inhibitor,Nrf2 ARE act
COc1ccc(OC)c(CNS(=O)(=O)c2cc(-c3onc(C)c3C)ccc2C)c1,-13.6%,.,.,.,-21.0%,.,-2.5%,-7.0%,3.8%
COc1ccc2c(=O)c(C(=O)NCc3ccccc3)c[nH]c2c1,-9.3%,i,-1.4,-1.0%,-2.0%,i,4.9%,-22.9%,-0.3%
COc1ccc(NC(=O)c2cn(-c3ccccc3)nc2SC)cc1,0.7%,i,-21.6,-0.2%,-38.9%,i,-3.8%,-28.7%,11.0%
CCC(CC)c1nnc(NC(=O)Oc2ccccc2)s1,-14.1%,i,1.2,-2.3%,-16.5%,i,-18.1%,0.5%,-0.4%
COc1ccc(C2(C)NC(=O)N(CC(=O)NCc3ccccc3)C2=O)cc1OC (stereo not drawn),-1.2%,i,-0.6,4.5%,-59.7%,i,4.2%,6.7%,0.3%
CCc1ccc(NC2=NCC(=O)N2c2ccc3c(c2)OCCO3)cc1,-4.9%,i,0.8,-1.4%,-23.2%,i,-13.0%,-0.1%,-0.6%
COc1ccc(NS(=O)(=O)c2ccc(O)c(C(=O)OCC(=O)NC(C)C3CC4CCC3C4)c2)cc1 (stereo not drawn),4.5%,i,0.7,2.6%,-17.1%,i,-10.3%,13.0%,-0.5%
C[C@H]1CN([C@@H](C)CO)C(=O)c2cc(-c3cccc(F)c3)cnc2O[C@@H]1CN(C)S(C)(=O)=O,.,i,1.2,.,3.0%,i,.,7.0%,0.4%
O=C(CN1CCN(S(=O)(=O)c2ccc(F)cc2)CC1)Nc1ccc2c(c1)OCCO2,-9.8%,i,0.4,0.1%,-0.7%,i,.,-2.3%,0.5%
COc1ccc(C(=O)NCCCc2nc3ccccc3n2Cc2cc(C)ccc2C)cc1OC,-0.9%,i,2.1,-4.2%,-13.0%,?,-13.8%,-11.3%,2.8%
O=C(O)/C=C/C(=O)N1CCN(c2ccc(F)cc2)CC1,3.6%,i,0.2,-0.3%,-11.0%,i,1.4%,2.4%,3.9%
NC(=O)COc1ccc(/C=C2\C(=O)ON=C2c2ccccc2)cc1,-3.2%,i,-0.7,2.4%,-30.9%,i,1.3%,?,0.0%
COc1ccc(C(c2c(C)[nH][nH]c2=O)c2c(C)[nH][nH]c2=O)cc1Br,4.6%,i,-22.4,0.6%,-24.4%,?,-9.3%,-10.7%,4.2%
CCC(=O)Nc1ccc(Nc2nc(Cl)nc(Nc3ccc(NC(=O)CC)cc3)n2)cc1,5.8%,i,-1.5,-0.1%,5.0%,i,-11.8%,23.4%,-0.2%
COc1cc(NC(=S)N2CCN(C(c3ccccc3)c3ccccc3)CC2)cc(OC)c1,?,i,-2.1,0.5%,-2.7%,?,-17.7%,-2.0%,0.2%
O=c1nc(SCc2ccccc2Cl)nc(-c2ccc(Cl)cc2)[nH]1,0.9%,i,0.1,1.3%,-26.4%,i,13.5%,0.0%,0.6%
CCn1c(SCC(=O)N2CCCCC2C)nc2c1c(=O)n(C)c(=O)n2C (stereo not drawn),3.4%,i,2.5,0.3%,-20.1%,i,?,-0.8%,0.0%
COc1cccc(C(C)=C2SC(=S)NC2=O)c1,-12.0%,i,-0.5,.,-48.2%,i,2.4%,-15.0%,3.1%
COc1ccccc1N(C(=O)c1snc(C(N)=O)c1N)C(C(=O)NC1CCCC1)c1ccco1 (stereo not drawn),-8.7%,i,-7.8,-6.7%,-22.2%,?,?,?,-0.3%
COc1ccccc1NS(=O)(=O)c1cccc(NC(=O)CCNC(=O)c2ccccc2OC)c1,10.7%,i,-0.2,2.4%,-43.3%,i,?,-17.1%,2.4%
Cc1nc(CNC(=O)CC2C(=O)NCCN2Cc2ccc(F)cc2)cs1 (stereo not drawn),0.5%,i,0.7,4.1%,15.7%,i,3.1%,?,-0.3%
Cc1cccc(C)c1NC(=S)/N=C/N(C)C,-14.1%,i,3.5,2.4%,-1.2%,i,-0.3%,-11.0%,-0.7%
CCN(CC)c1nc(Nc2ccccc2)nc(Oc2ccc(=O)n(C)n2)n1,-5.6%,i,-3.6,0.2%,-0.2%,i,-22.8%,3.6%,9.9%
COC(=O)c1ccccc1S(=O)c1snnc1C (stereo not drawn),-10.2%,i,-0.8,0.1%,-1.0%,i,-12.7%,4.1%,-0.3%

# Reprinted from the part before: 2 entries; new compounds follow.
SMILES,A549 tox,Akt phos inh,CCT chaperon mod,Mm-Cpn inhibitor,HepG2 viability,ATXN viability,Nrf2 block,TGFb inhibitor,Nrf2 ARE act
CCN(CC)c1nc(Nc2ccccc2)nc(Oc2ccc(=O)n(C)n2)n1,-5.6%,i,-3.6,0.2%,-0.2%,i,-22.8%,3.6%,9.9%
COC(=O)c1ccccc1S(=O)c1snnc1C (stereo not drawn),-10.2%,i,-0.8,0.1%,-1.0%,i,-12.7%,4.1%,-0.3%
COc1ccc(-c2cc(C(=O)Nc3ccc(OC)c(OC)c3)[nH]n2)c(C)c1,.,.,0.9,.,-21.7%,?,.,-0.7%,2.9%
Cc1ccc(C)c(NC(=O)c2ccccc2Sc2ccc([N+](=O)[O-])cc2Cl)c1,-15.4%,i,-5.0,0.6%,5.9%,i,-29.3%,-15.3%,-0.1%
O=C(CCS(=O)(=O)c1ccc(Br)cc1)Nc1ccc2c(c1)OCO2,2.5%,i,-1.5,0.1%,-13.9%,i,.,-5.9%,4.3%
Cc1noc(C)c1S(=O)(=O)Nc1ccc(C(=O)N2CCN(c3ccc(Cl)cc3)CC2)cc1,0.5%,i,-3.3,-1.1%,-25.2%,i,?,-18.6%,6.2%
CCc1c(C(=O)N/N=C/c2ccc(C)o2)csc1C,-7.7%,i,-2.4,-0.4%,-1.8%,i,4.1%,-4.8%,-0.3%
COc1ccc(CCNCC2C(Oc3ccc(Cl)cc3)C(=O)N2c2ccccc2C)cc1OC (stereo not drawn),-12.1%,i,-2.3,-1.2%,-33.4%,i,14.9%,?,3.8%
CCOC(=O)CSc1nc2ccccc2c(=O)n1CC1COc2ccccc2O1 (stereo not drawn),-12.4%,.,-1.0,-1.1%,-3.6%,.,-12.9%,1.2%,0.1%
Cc1ccc(NC(=O)C2(C)CCN2C(=O)c2ccccc2CCc2ccccc2)cc1C (stereo not drawn),.,.,-5.7,.,-23.1%,i,.,1.7%,4.6%
C=C1Cn2c(nnc2-c2ccc(Cl)cc2)S1,-4.2%,i,-0.2,-6.0%,4.9%,i,11.9%,3.9%,3.9%
CCOC(=O)c1ccc(Cl)c(S(=O)(=O)N2CCCC2)c1,4.4%,i,-0.7,0.2%,-2.5%,i,1.9%,8.2%,-0.1%
O=C(CSc1nc2ccsc2c(=O)n1CC1CCC(C(=O)O)CC1)c1ccc(F)cc1 (stereo not drawn),-0.5%,i,-0.1,-5.4%,-5.2%,i,?,-15.8%,-0.3%
CNCC(O)c1ccc(O)c(O)c1 (stereo not drawn),-1.7%,i,-1.7,-0.6%,-1.0%,i,7.8%,-3.5%,0.5%
COC(=O)c1cc(N=Nc2sc(N)nc2C)cc(C(=O)OC)c1,-13.4%,i,0.0,-1.3%,-21.5%,i,-0.1%,-5.1%,-0.7%
CCCc1ccc(S(=O)(=O)N2CCN(C(C)C(=O)NCc3ccccc3)CC2)cc1 (stereo not drawn),-2.6%,i,-1.8,0.8%,-16.0%,i,-19.1%,0.0%,0.1%
CC1CCN(S(=O)(=O)c2cccc(C(=O)NCC3CCCO3)c2)CC1 (stereo not drawn),2.4%,i,0.4,-0.1%,-8.0%,i,13µM*,-15.3%,-0.4%
CS(=O)(=O)CCC(C(=O)n1nnc2ccccc21)N1C(=O)c2ccccc2C1=O (stereo not drawn),-3.5%,i,0.0,0.6%,4.5%,i,16.0%,0.0%,0.1%
CC(Oc1ccccc1)C(=O)NC1CCN(Cc2ccccc2)CC1 (stereo not drawn),0.0%,i,0.3,-0.1%,-8.4%,i,16.4%,4.0%,-0.2%
Cc1cccc(CS(=O)(=O)Cc2ccc(C(=O)O)o2)c1,-1.5%,i,-2.0,-0.5%,2.3%,i,.,3.6%,0.1%
COc1cc(NC(=O)C(CC(C)C)NS(=O)(=O)c2ccc3c(c2)CCN3C(C)=O)cc(OC)c1 (stereo not drawn),-1.9%,.,.,.,-3.4%,i,?,?,4.6%

# Quoted at random: five records from the list, in no set order.
SMILES,A549 tox,Akt phos inh,CCT chaperon mod,Mm-Cpn inhibitor,HepG2 viability,ATXN viability,Nrf2 block,TGFb inhibitor,Nrf2 ARE act
CCCc1ccc(S(=O)(=O)N2CCN(C(C)C(=O)NCc3ccccc3)CC2)cc1 (stereo not drawn),-2.6%,i,-1.8,0.8%,-16.0%,i,-19.1%,0.0%,0.1%
Cc1cccc(CS(=O)(=O)Cc2ccc(C(=O)O)o2)c1,-1.5%,i,-2.0,-0.5%,2.3%,i,.,3.6%,0.1%
CS(=O)(=O)CCC(C(=O)n1nnc2ccccc21)N1C(=O)c2ccccc2C1=O (stereo not drawn),-3.5%,i,0.0,0.6%,4.5%,i,16.0%,0.0%,0.1%
CC1CCN(S(=O)(=O)c2cccc(C(=O)NCC3CCCO3)c2)CC1 (stereo not drawn),2.4%,i,0.4,-0.1%,-8.0%,i,13µM*,-15.3%,-0.4%
COc1cc(NC(=O)C(CC(C)C)NS(=O)(=O)c2ccc3c(c2)CCN3C(C)=O)cc(OC)c1 (stereo not drawn),-1.9%,.,.,.,-3.4%,i,?,?,4.6%
